# Source: PubChem (SRMLSC)
# SK-BR-3 tox 24h = SK-BR-3 proliferation inhibitors | SK-BR-3 viability, CellTiter-Glo ATP luminescence, 24 h; active compounds read low | viability, % at 10 µM | 41,000 tested, 0.47% active;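 active means viability at or below the median of all test compounds minus 3 SD, in both replicates if run twice, cut at about 45% in these data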;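 further: 100% = median untreated cell wells and 0% = median positive control drug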
# * marks the source's active call; other numbers are inactive results.
SMILES,SK-BR-3 tox 24h
CCOC(=O)C1C(C#N)=C(N)OC(C)=C1c1ccncc1 (stereo not given),88
O=P(O)(O)c1ccccc1OCCCCCOc1ccccc1P(=O)(O)O,107
COc1cc(C2CC(=O)NC3=C2C(=O)CC(C)(C)C3)ccc1O (stereo not given),96
COCCCn1c(=N)c(C(=O)NCC2CCCO2)cc2c(=O)n3cccc(C)c3nc21 (stereo not given),96
O=C(CCCn1c(=O)c2sccc2n(Cc2ccc(F)cc2)c1=O)NCc1ccco1,66
COC(=O)CSc1nc2c(c(-c3ccco3)c1C#N)CCCC2,96
C=CCn1c(SCC(=O)Nc2ccccc2C)nnc1-c1ccncc1,116
CCN1CCN(c2ncc(C(=O)Nc3cc(Cl)c(OC)cc3OC)c3ccccc23)CC1,55
Cc1ccc2cccc(SCC(=O)N3CCOCC3)c2n1,96
Cn1c(Cc2ccccc2)nnc1SCC(=O)Nc1ccccc1N1CCOCC1,90
Cn1c(=O)c2ccccc2n(Cc2ccccc2F)c1=O,102
CCOC(=O)Cc1c(C)c2c(O)cc(O)cc2oc1=O,78
COc1ccccc1C(=O)Nc1ccc2c(c1)OCO2,91
COc1ccccc1NC(=O)Cc1noc(CN(C)Cc2cccs2)n1,68
CC(=O)Nc1ccc(S(=O)(=O)n2nc(C)cc2C)cc1,127
CCOC(=O)N1CCC(NC(=O)CCC(=O)N2CCOc3ccc(C)cc32)CC1,94
CC1(C(=O)CSc2ncn[nH]2)CCC(=O)O1 (stereo not given),92
COC(=O)CSc1nc2ccc(NC(=O)CSc3nnnn3Cc3ccccc3)cc2s1,89
COCCCNC(=O)CN(Cc1ccc(Cl)cc1)S(C)(=O)=O,110
COC(=O)c1cccc(N(C(=O)CNC(=O)c2ccco2)C(C(=O)NC2CCCC2)c2ccco2)c1 (stereo not given),86

# Random excerpt: 3 records from the list
SMILES,SK-BR-3 tox 24h
COC(=O)CSc1nc2c(c(-c3ccco3)c1C#N)CCCC2,96
COC(=O)c1cccc(N(C(=O)CNC(=O)c2ccco2)C(C(=O)NC2CCCC2)c2ccco2)c1 (stereo not given),86
Cn1c(=O)c2ccccc2n(Cc2ccccc2F)c1=O,102

# Additional records follow:
SMILES,SK-BR-3 tox 24h
COc1ccc(OC)c(S(=O)(=O)Nc2cc(OC)c(Cl)cc2OC)c1,91
COc1ccccc1NC(=O)CC(NCc1ccccc1)C(=O)O (stereo not given),103
CCCCOC(=O)CSc1nnc(N)s1,99
Cc1nn(-c2ccccc2)c2sc(C(=O)N(CC(=O)NC(C)(C)C)Cc3ccco3)cc12,92
COc1cc(NC(=O)COc2ccc(-n3cnnn3)cc2)c(OC)cc1Cl,63
Cc1ccc(S(=O)(=O)NCC(=O)N(CCc2ccccc2)CC(=O)NCc2ccco2)cc1,78
COc1cc(SC)ccc1C(=O)Nc1ccon1,93
COc1ccccc1C(=O)Nc1ncc2c(n1)CC(c1ccco1)CC2=O (stereo not given),90
Brc1ccc(CSc2ncn[nH]2)cc1,88
CN(C)c1ccc(C(=O)c2ccccc2C(=O)O)c(O)c1,113
Cc1ccc(S(=O)(=O)N2CCC(C(=O)N[C@@H](C)C(=O)Nc3ccc4c(c3)OCO4)CC2)cc1,80
CCNC(=O)c1ccccc1NC(=O)c1cccc(S(=O)(=O)N2CCC(C)CC2)c1,57
COc1ccccc1-c1cc(N)n[nH]1,91
C=CCSc1nnc(-c2ccccc2NC(C)=O)c(=O)[nH]1,86
Cc1ccc(S(=O)(=O)N2CCN(C(=O)CSc3nnnn3C)C2)cc1,99
CCOC(=O)N1CCN(C(=O)c2nc3ccccc3s2)CC1,106
Cc1cccc(N2CCCn3c2nc2c3c(=O)n(CC(=O)OCc3ccccc3)c(=O)n2C)c1,61
COc1ccc(C(=O)NC2(C(F)(F)F)N=C3SCCN3C2=O)cc1 (stereo not given),89
Cn1c(SCC(=O)N2CCCc3ccccc32)nnc1-c1ccccc1,90
COCCN(C(=O)C(F)(F)F)C(C(=O)NC1CCCCC1)c1ccco1 (stereo not given),88

# Of the compounds above, these have a CF3 group:
SMILES,SK-BR-3 tox 24h
COc1ccc(C(=O)NC2(C(F)(F)F)N=C3SCCN3C2=O)cc1 (stereo not given),89
COCCN(C(=O)C(F)(F)F)C(C(=O)NC1CCCCC1)c1ccco1 (stereo not given),88

# (continued)
SMILES,SK-BR-3 tox 24h
N#Cc1ccc(NC(=O)N2CCC(c3nc4c(nnn4Cc4cccc(Cl)c4)c(=O)[nH]3)CC2)cc1,105
COc1cc2ccc(=O)oc2c(O)c1OCC=C(C)C,112
O=C(CNS(=O)(=O)c1ccc(F)cc1)N1CCN(c2ccccc2)CC1,84
CCOc1ccc(-n2c(SCC(=O)NCc3ccco3)nc3c([nH]c4ccccc43)c2=O)cc1,85
Cc1noc(C)c1CSc1nnc2scc(-c3ccccc3)n12,91
COc1cc2[nH]c(=O)n(CCCCCC(=O)N3CCN(c4ccccn4)CC3)c(=O)c2cc1OC,90
O=C1OC(Nc2ccc(F)cc2F)c2ccccc21 (stereo not given),91
O=C(CSc1nnc(-c2ccccc2)o1)Nn1cnnc1,85
COc1ccc(C(OC(=O)c2ccco2)C(=O)NC2CCCCC2)cc1OC (stereo not given),84
O=C(CS(=O)(=O)Cc1ccccc1)N1CCc2ccccc21,87
CN1CCN(CCCN2c3ccccc3Sc3ccc(Cl)cc32)CC1,82
CC(Oc1ccccc1)C(=O)Nc1ccc(C(N)=O)cc1 (stereo not given),118
COc1cccc(C(=O)N(Cc2ccc3c(c2)OCO3)Cc2nc3ccccc3c(=O)[nH]2)c1,95
Cc1nc(SCc2c(F)cccc2Cl)n[nH]1,104
O=C(CCNC(=O)Cn1ccc2ccccc2c1=O)NCCN1CCc2ccccc2C1,96
COc1ccccc1N1CCN(CC(=O)Nc2ccc(C)c(F)c2)CC1,80
CCn1nc(C)c(NC(=O)CSc2nnc(-c3ccco3)n2C)c1C,100
CNC(=O)CSc1nnc(CCc2ccccc2)n1-c1ccccc1,103
CCCNCC(O)COc1ccccc1C(=O)CCc1ccccc1 (stereo not given),59
C=CCOC(=O)Nc1c(C(=O)OC)[nH]c2ccccc12,81

# Individual results from the entries so far.
# COc1cc2[nH]c(=O)n(CCCCCC(=O)N3CCN(c4ccccn4)CC3)c(=O)c2cc1OC in SK-BR-3 tox 24h → 90
# COc1ccccc1N1CCN(CC(=O)Nc2ccc(C)c(F)c2)CC1 in SK-BR-3 tox 24h → 80
# O=C1OC(Nc2ccc(F)cc2F)c2ccccc21 (stereo not given) in SK-BR-3 tox 24h → 91
# CCCNCC(O)COc1ccccc1C(=O)CCc1ccccc1 (stereo not given) in SK-BR-3 tox 24h → 59
# O=C(CNS(=O)(=O)c1ccc(F)cc1)N1CCN(c2ccccc2)CC1 in SK-BR-3 tox 24h → 84
# CNC(=O)CSc1nnc(CCc2ccccc2)n1-c1ccccc1 in SK-BR-3 tox 24h → 103
# O=C(CCNC(=O)Cn1ccc2ccccc2c1=O)NCCN1CCc2ccccc2C1 in SK-BR-3 tox 24h → 96
# CCn1nc(C)c(NC(=O)CSc2nnc(-c3ccco3)n2C)c1C in SK-BR-3 tox 24h → 100
# CC(Oc1ccccc1)C(=O)Nc1ccc(C(N)=O)cc1 (stereo not given) in SK-BR-3 tox 24h → 118
# COc1cccc(C(=O)N(Cc2ccc3c(c2)OCO3)Cc2nc3ccccc3c(=O)[nH]2)c1 in SK-BR-3 tox 24h → 95

# Next section.
SMILES,SK-BR-3 tox 24h
CCCCN=C(N)/C(C(=O)OCC)=C(\O)c1ccc(OC)cc1,81
CCOCCCNS(=O)(=O)Cc1ccccc1,81
O=C(CN(C(=O)CCC(=O)Nc1nccs1)c1ccc2c(c1)OCCO2)NCc1ccco1,120
CC(C)Nc1oc(-c2cccc3ccccc23)nc1C#N,89
Cn1c(=O)n(CCCOc2ccc(Cl)cc2)c2ccccc21,72
COc1ccc(S(=O)(=O)N2CCC(C(=O)NCc3ccccn3)CC2)cc1Cl,115
Cc1c(NS(=O)(=O)c2ccccc2)cc(Cl)c(O)c1C,90
COc1ccc(NC(=O)c2cccc(-n3cnnn3)c2)cc1,81
CN(CCOC(=O)c1cccc(Br)c1)C(C)(C)C,91
CCOC(=O)c1[nH]c2ccccc2c1N=CN(CC)CC,62
CCCCN1CCc2c([nH]c3ccc(C)cc23)C1=O,87
Cn1c(CCN2CCOCC2)nc2cc(NC(=O)COc3ccc(Cl)cc3)ccc21,93
CCCc1cc(=O)[nH]c(/N=C(/NC(=O)C(C)N2C(=O)c3ccccc3C2=O)Nc2ccccc2)n1 (stereo not given),86
CC#CCN(CC#CC)S(=O)(=O)c1ccc(-n2cnnn2)c(OC)c1,82
CCc1c(C)nc(N)n2c(SCC(=O)N3CCN(c4ccccc4F)CC3)nnc12,94
Cc1ccc2cccc(S(=O)(=O)n3nc(C)cc3C)c2n1,99
COc1ccc(C(=O)Nc2ccc(S(=O)(=O)N3CCCCC3C)cc2)c(OC)c1OC (stereo not given),92
O=C(Nc1ccc(F)cc1F)c1ccc(COc2c(F)c(F)cc(F)c2F)o1,105
Cc1nn2cc(-c3ccccc3)nc2s1,73
CC12CCC(C(=O)O)(c3nc(C#N)c(C#N)nc31)C2(C)C (stereo not given),94
CC12CCCCN1CCCc1c2[nH]c2ccccc12 (stereo not given),104
Cc1ccc2c(CC(=O)Nc3nc(C)cs3)coc2c1,85
O=C(Cn1ccc2ccccc2c1=O)N1CCN(Cc2ccc3c(c2)OCO3)CC1,84
CCOC(=O)c1[nH]c2ccc(OC)cc2c1NC(=O)CCN1CCC(C)CC1,91
CN(Cc1nc(-c2cccnc2)no1)S(=O)(=O)c1ccccc1,89
Cc1nnc(SCCC#N)n(CCC#N)c1=O,76
COc1ccc(-n2nc3c(c2NC(=O)C2CC2)CS(=O)C3)cc1 (stereo not given),81
O=C(NCc1cccnc1)c1ccc(=O)oc1,98
O=C1NC(=O)C(c2cn(-c3ccccc3)nc2-c2ccc(F)cc2)N1 (stereo not given),100
Cc1ccc(Cn2c(=O)c3c(nc4n3CCCN4Cc3ccccc3)n(C)c2=O)cc1,93
Cc1cccc(-c2noc(CN(C(=O)CCc3ccccc3)C(C)C)n2)c1,91
CCCn1c(=O)c(Cc2ccccc2)c(O)c2ccccc21,94
O=C(O)[C@@H]1CCCN1c1ncnc2sc3c(c12)CCC3,102
COc1cccc(Oc2cn[nH]c2-c2ccc(OC)cc2O)c1,92
O=C(CCSc1ccc(Cl)cc1)N1CCN(c2ncccn2)CC1,80
C=C(C)COc1ccc(-c2nc(N)ncc2Oc2ccccc2OCC)c(O)c1,117
COc1cc2[nH]c(=O)n(CCC(=O)NC3CCN(Cc4ccccc4)CC3)c(=O)c2cc1OC,91
CCOC(=O)CSc1cc(=O)n(C)c2cc(Cl)ccc12,70
Cc1c(/C(O)=C2\C(=O)C(=O)N(CCN(C)C)C2c2cccnc2)cnn1-c1ccccc1 (stereo not given),83
Cc1c(C(=O)N2CCCCC2)sc(N)c1C#N,104
CSc1nc(-c2ccccc2)ccc1C(N)=O,102
Cc1cc(=O)oc2cc(OCC3CC(c4ccc(N(C)C)cc4)=NO3)ccc12 (stereo not given),101
CCCC(=O)C1=C(c2ccccc2)C(C#N)(C#N)C(C#N)=C1N,100
CC(=O)NCCc1ccc(S(=O)(=O)N2CCCC2)cc1,110
O=C1C2C3CCCC3=C3CCCC3C2C(=O)N1c1ccc(Cl)cc1 (stereo not given),101
O=C(COC(=O)c1ccccn1)Nc1c(Cl)cccc1Cl,83
O=C(CCNS(=O)(=O)c1ccc(Br)s1)N1CCCCC1,79
Cc1ccc(/C(O)=C2/C(=O)C(=O)N(Cc3cccnc3)C2c2ccccn2)cc1 (stereo not given),94
COc1ccc(N2CCN(C(=O)CSc3ncccc3-c3nc4ccccc4[nH]3)CC2)cc1,90
c1ccc(-c2noc(-c3cccnc3)n2)cc1,87
c1ccc2c(c1)oc1c(NCCCN3CCOCC3)ncnc12,83
CCCc1nnc(SCc2ccc(OC)cc2)n1N,101
CCOC(=O)C1CCN(C(c2cc3cc(C)cc(C)c3[nH]c2=O)c2nnnn2C2CCCCC2)CC1 (stereo not given),98
COc1ccc(Cl)cc1N1CC(C(=O)Nc2nccs2)CC1=O (stereo not given),106
c1ccc(-c2nc3nonc3nc2-c2ccccc2)cc1,50
CC1(C)Cc2c(c(-c3ccccc3)[nH]c(=O)c2C#N)CS1,89
Cc1cc(N(C)C)c(C#N)c(=O)[nH]1,79
CCNc1nc(SCCOc2ccc(C)cc2)nc(N(C)C)n1,114
C/C=C(\CS(=O)(=O)c1ccccc1)S(=O)(=O)c1ccccc1,85
Cc1ccc2nc(SC(C)C(=O)N3CCCC3)[nH]c2c1 (stereo not given),88

# (further entries)
SMILES,SK-BR-3 tox 24h
Cc1ccc(-c2nnn(CC(=O)N(c3ccccc3)C(C(=O)NC3CCCC3)c3ccco3)n2)o1 (stereo not given),81
Cc1c(NC(=O)C(C)Oc2ncnc3ccccc23)c(=O)n(-c2ccccc2)n1C (stereo not given),110
CC(C)N(Cc1nc(-c2ccccc2)no1)C(=O)CCCN1C(=O)c2ccccc2C1=O,84
COCCCNc1nc2c(c(=O)[nH]c(=O)n2C)n1CC(O)COc1ccccc1 (stereo not given),95
Cc1cc(NC(=O)CSc2nnc(-c3ccc4c(c3)OCCO4)o2)no1,102
CCOP(=O)(c1ccccc1)c1nc(-c2ccc(F)cc2)oc1N1CCCCC1 (stereo not given),78
COc1ccc(NC(=O)N2CCCC2)cc1OC,99
Cc1nc(N2CCN(C(=O)c3ccco3)CC2)c2c3c(sc2n1)CCC3,114
COc1ccc(C(=O)CSc2nc3nc(C)cc(C)n3n2)cc1OC,93
COCCCN1C(=O)C(=O)/C(=C(/O)c2ccc(OCC(C)C)cc2)C1c1cccnc1 (stereo not given),78
CCOc1cccc2cc(C(=O)N3CCc4ccccc43)c(=O)oc12,90
CCOC(=O)CNC(=O)Cn1c(C)cc2ccccc2c1=O,119
O=C(CSc1ccccc1)Nc1ccncc1,92
CCOC(=O)N1CCN(C(=O)c2ccc3c(=O)n(CCC4=CCCCC4)c(=S)[nH]c3c2)CC1,76
CC(=O)OCCNC(=O)c1cc2ccccc2oc1=O,93
Cc1nc2c(s1)sc1ccccc12,125
CCOCCOC(=O)C1=C(C)NC2=C(C(=O)CC(c3cccs3)C2)C1c1ccsc1 (stereo not given),108
COCCNC(=O)CN(C(=O)CCC(=O)Nc1cc(C)on1)c1ccc(C)cc1C,128
O=C(O)CCc1ccc(-c2ccccc2)n1-c1cccc(O)c1,115
COc1cc(C(=O)Nc2ccc(-c3nc4cc(C)ccc4o3)c(O)c2)cc(OC)c1OC,61

# These rows are one share of the data; count on the stated rates, not on these rows.
